RAD52 inh: RAD52 DNA annealing inhibitors, primary screen, biochemical, FRET, single point, set 2. inhibition, % at 18.7 µM. actives 0.46% (n = 360,000). recombinant RAD52 DNA annealing, FRET fluorescence. AID 651710, 2012;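 active means every replicate showing at least 50% inhibition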
Target sequence (P43351 whole entry, looked up): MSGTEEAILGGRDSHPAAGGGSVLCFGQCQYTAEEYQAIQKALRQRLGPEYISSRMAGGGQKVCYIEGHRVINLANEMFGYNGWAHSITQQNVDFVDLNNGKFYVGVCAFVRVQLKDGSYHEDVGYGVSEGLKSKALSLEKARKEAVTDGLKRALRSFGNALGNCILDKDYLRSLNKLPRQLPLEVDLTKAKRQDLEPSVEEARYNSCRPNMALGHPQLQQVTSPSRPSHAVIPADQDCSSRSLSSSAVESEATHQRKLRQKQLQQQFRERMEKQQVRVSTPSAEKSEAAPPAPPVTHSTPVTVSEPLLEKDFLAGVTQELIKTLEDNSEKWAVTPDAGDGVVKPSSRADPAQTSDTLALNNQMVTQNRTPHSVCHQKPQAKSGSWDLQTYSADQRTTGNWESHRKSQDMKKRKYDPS
Xi reactivation: activators of inactive X chromosome reactivation, primary screen, imaging, XiGFP fibroblasts, GFP high-content imaging, set 2 | XiGFP mouse fibroblasts, % GFP-positive cells imaging, 3 d; cells co-treated with 5-aza-dC sensitizer; scaled so ellipticine positive control = 100% | activation, % at 7.58 µM | actives 0.055% (n = 360,000) | AID 743238, 2013;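 active means mean normalized replicate activation at least 10% and every replicate at or above 10%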;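 further: 0% = median of on-plate neutral control wells and 100% = ellipticine 6 µM median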
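Assay system – SV40-immortalized XiGFP fibroblast cells, line 68-5-11 · Buffer or medium – DMEM supplemented with 5-aza-dC as sensitizing agent · Dosing – one concentration, pinned · Benchmarks – positive control ellipticine, 6 µM final · Times – 3 days compound exposure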
S100A4 inh HTS: inhibitors of S100A4-myosin IIA peptide binding, primary screen, biochemical, fluorescence polarization, TAMRA-MyoIIA peptide; inhibition, % at 10.7 µM; actives 0.14% (n = 360,000); AID 652163, 2013;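 active means mean inhibition of at least 70% across replicates, with every replicate also reaching that level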
Target sequence (P26447 whole entry, looked up): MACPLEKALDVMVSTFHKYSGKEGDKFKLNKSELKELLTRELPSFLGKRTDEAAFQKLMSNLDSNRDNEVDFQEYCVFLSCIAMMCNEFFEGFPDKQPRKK
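Test system – S100A4 monomer (human) · Compound – single-point compound testing · Schedule – 5 min incubation before reading · Probe or stimulus – TAMRA-labelled myosin IIA heavy-chain peptide probe, 5 nM · Benchmarks – neutral control DMSO, positive control TFP · Medium – Calcium-containing HEPES buffer, pH 7.2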
ERp5 inh: inhibitors of ERp5-driven insulin aggregation, primary screen, biochemical, turbidity, absorbance 650 nm, single point | Protein disulfide-isomerase A6 (Homo sapiens), Q15084 | 90 min | inhibition, % at 9.99 µM | actives 0.05% (n = 350,000);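 active means mean replicate inhibition above about 25%, with every replicate also reaching it, limit read from the data, passing the limit was not always enough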
Target sequence (Q15084 whole entry, looked up): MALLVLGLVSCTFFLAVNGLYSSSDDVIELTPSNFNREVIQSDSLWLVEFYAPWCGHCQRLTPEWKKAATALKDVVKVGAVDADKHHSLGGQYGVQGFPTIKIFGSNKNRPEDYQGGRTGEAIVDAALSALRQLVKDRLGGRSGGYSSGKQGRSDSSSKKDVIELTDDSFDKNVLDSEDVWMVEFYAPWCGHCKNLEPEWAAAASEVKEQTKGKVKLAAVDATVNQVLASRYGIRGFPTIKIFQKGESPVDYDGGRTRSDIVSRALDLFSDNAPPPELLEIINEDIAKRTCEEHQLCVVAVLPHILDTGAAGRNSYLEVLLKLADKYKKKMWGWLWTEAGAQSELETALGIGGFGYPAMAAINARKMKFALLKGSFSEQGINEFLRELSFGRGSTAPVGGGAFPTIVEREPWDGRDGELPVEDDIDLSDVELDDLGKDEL
ERAP1 inh: human ERAP1 aminopeptidase inhibitors, primary screen, biochemical, single point, plate reader. Endoplasmic reticulum aminopeptidase 1 (Homo sapiens), Q9NZ08. recombinant ERAP1, Leu-AMC fluorescence, 60 min. inhibition, % at 10.7 µM. actives 0.15% (n = 340,000). AID 652197, 2013;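 active means mean replicate inhibition of at least 30%, or all replicates individually reaching that 30% level; inactive means mean below 30% and not every replicate reaching it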;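 further: 0% = neutral control wells and 100% = L-leucinethiol positive control wells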
RAD54 inh: inhibitors of human RAD54 branch migration, primary screen, biochemical, fluorescence, single point | DNA repair and recombination protein RAD54-like (Homo sapiens), Q92698 | RAD54 Holliday junction branch migration, FAM/BHQ fluorescence | inhibition, % at 10.4 µM | actives 0.14% (n = 360,000) | AID 602329, 2012;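 active means mean normalized replicate activity at least 40 and at least half of replicates scoring 40 or more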;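 further: 0% = median of neutral control wells and 100% = median of positive control wells; inhibitors cause a drop in the FAM fluorescence signal; in these data hits start at about 50%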
E-sel inducer: E-selectin induction in HUVECs, primary screen, imaging, HUVEC, immunofluorescence imaging, single point | P16581 | normalized: neutral wells 0, TNF-alpha wells 100 | activation, % at 7.58 µM | actives 0.37% (n = 260,000);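 active means mean E-selectin-positive cell signal at least 10% of the positive control, reached in at least 60% of replicates, without over 20% cell loss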;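 further: in these data hits start at about 27%; measured in HUVEC primary endothelial cells; signal is the percent of cells scored E-selectin positive by PE staining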
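Assay system: HUVEC primary endothelial cells. Input: 3,000 HUVEC seeded per well. Doses: one compound dose added by pin transfer. Read-out basis: % PE-positive cells. Benchmarks: TNF-alpha high, DMSO low. Detection: immunofluorescence imaging. Buffer or medium: EGM-2, gelatin.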
esBAF inh: Bmi1 luciferase reporter increase in mESCs, primary screen, esBAF inhibitor project, mouse ES cells, Bmi1 luciferase knock-in, single point; 24 h; 100% = twice the neutral-well signal; reporter increase, % at 12.5 µM; actives 2% (n = 350,000); AID 602393, 2012; in the data active means activation above about 40%;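 further: 0% = median of the plate's neutral control wells and 100% = double that signal; a rise in the Bmi1 reporter signal indicates esBAF inhibition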
The depositor's hits bear a star; / = not tested or not shown; & = joins results of further samples.

#	Compound	ERAP1 inh	esBAF inh	S100A4 inh HTS	E-sel inducer
1	CC1(C)C(=O)OC(/C=C\c2cccc([N+](=O)[O-])c2)C(C)(C)C1=O (stereo unspecified)	-1	/	-1	/
2	C[C@H](CO)N1C[C@H](C)[C@H](CN(C)C)OCCCC[C@H](C)Oc2ccc(NC(=O)Nc3ccc(C(F)(F)F)cc3)cc2C1=O	1	-16	3	0.2
3	CC(=O)c1ccc(NC(=O)C(C)OC(=O)c2ccc(NS(=O)(=O)c3ccc4[nH]c(=O)[nH]c4c3)cc2)cc1 (stereo unspecified)	-1	8	4	1.7
4	C[C@@H]1CN([C@@H](C)CO)C(=O)Cc2cc(NS(=O)(=O)c3cccs3)ccc2O[C@H]1CN(C)Cc1ccccc1	0	-6	-2	0.2
5	CCOc1cc(C(=O)Nc2cc(OC)cc(OC)c2)ccc1OCC(=O)N1CCOCC1	-2	-6	-2	/
6	Cc1cc(F)ccc1S(=O)(=O)NCC1CC2CCC1C2 (stereo unspecified)	0	-4	0	/
7	CCCCNC(=O)c1nc(C2CCN(S(=O)(=O)c3cccc(C(F)(F)F)c3)CC2)oc1-c1ccccc1	-1	-8	-3	0.1
8	CCCC(=O)Nc1ccc2c(c1)OC[C@@H](C)N(Cc1ccccn1)C[C@H](C)[C@H](OC)CN(C)C2=O	2	0	5	-0.3
9	O=C1c2cccc3c([N+](=O)[O-])ccc(c23)C(=O)N1Cc1cccnc1	6	/	1	-1.5
10	C[C@@H]1CN(S(=O)C(C)(C)C)[C@H](CCO)/C1=C\CCO (stereo partly specified)	0	-7	-1	/

#	RAD54 inh	ERp5 inh	Xi reactivation	RAD52 inh
1	/	-2	0.0	-17
2	2	0	0.1	25
3	-4	-2	0.1	4
4	5	8	-0.7	5
5	-7	-3	0.2	-9
6	1	0	0.0	2
7	-2	2	-0.1	-15
8	0	2	0.2	11
9	/	4	20*	-331
10	-16	8	-0.1	-12

Gathered by group: the compounds so far with a nitro group on carbon.
#	Compound	ERAP1 inh	esBAF inh	S100A4 inh HTS	E-sel inducer
1	CC1(C)C(=O)OC(/C=C\c2cccc([N+](=O)[O-])c2)C(C)(C)C1=O (stereo unspecified)	-1	/	-1	/
9	O=C1c2cccc3c([N+](=O)[O-])ccc(c23)C(=O)N1Cc1cccnc1	6	/	1	-1.5

#	RAD54 inh	ERp5 inh	Xi reactivation	RAD52 inh
1	/	-2	0.0	-17
9	/	4	20*	-331

Going on with the list.
#	Compound	ERAP1 inh	esBAF inh	S100A4 inh HTS	E-sel inducer
11	Cc1cc(SCC(=O)OCC(=O)NCc2ccc3c(c2)OCO3)c(C)cc1Br	1	/	-1	1.5
12	COc1ccc(OC)c(CN2CCN(C(=O)c3cccc4ccccc34)CC2)c1	-1	4	-2	/
13	CC(C)c1cccc(OCCN2CCCC2)c1	-1	1	-5	/
14	NC(=O)c1ccc(NC(=O)COC(=O)CC2CC3CCC2C3)cc1 (stereo unspecified)	-2	10	-13	0.0
15	Cc1ccc(S(=O)(=O)N(C)C[C@H]2OCCCC[C@H](C)Oc3ccc(NS(=O)(=O)c4ccccc4)cc3C(=O)N([C@H](C)CO)C[C@H]2C)cc1	3	2	-11	0.0
16	Cc1cc(C)n2nc(SCC(N)=O)nc2n1	3	/	0	0.0
17	O=C(/C=C/c1ccccc1)NCCS(=O)(=O)N1CCN(c2ccccc2F)CC1	2	3	-4	/
18	CCc1ccc(S(=O)(=O)NCc2cccnc2)cc1	0	-4	0	/
19	OC[C@H]1[C@H](c2ccc(C#Cc3ccccc3F)cc2)[C@@H]2CN(Cc3cncnc3)CCCCN12	-1	7	-6	-0.1
20	CN1C[C@@H]2C(c3ccc(Cl)nc3)C3(c4ccc(C#N)cc4)CC2(C3)[C@H]1c1ccccc1 (stereo partly specified)	-2	1	3	-0.8

#	RAD54 inh	ERp5 inh	Xi reactivation	RAD52 inh
11	/	4	0.0	-21
12	2	-5	/	1
13	7	2	0.0	3
14	-16	-1	0.1	-10
15	9	-1	-0.1	15
16	/	6	0.1	-10
17	-5	-1	-0.1	3
18	-1	4	0.1	-7
19	-13	-1	0.2	38
20	-9	-5	0.0	-2

#	Compound	ERAP1 inh	esBAF inh	S100A4 inh HTS	E-sel inducer
21	CCC(CO)Oc1cc(NC(=O)c2ccccc2F)c2ncn(C(C)C)c2c1 (stereo unspecified)	3	7	-27	-0.1
22	COc1cc(C(=O)N2CCN(C3=NS(=O)(=O)c4ccccc43)CC2)cc(OC)c1OC	0	-1	-3	-0.1
23	O=C(c1ccc([N+](=O)[O-])s1)N1CCN(c2ccc(C(F)(F)F)cn2)CC1	0	-6	-2	-0.2
24	Clc1ccc(CCNc2ncnc3c2nnn3Cc2ccccc2)cc1	2	-10	1	0.0
25	Cc1[nH]n(-c2nc(-c3ccc(Cl)cc3)cs2)c(=O)c1N=Nc1ccc(O)cc1	0	/	0	1.0
26	COc1cccc(-c2ccc([C@@H]3[C@@H](CO)N4CCCCN(CC5CC5)C[C@H]34)cc2)c1	2	-2	-4	-0.3
27	O=C(NC1CCC1)[C@H]1[C@H](CO)[C@H]2Cn3c(ccc(-c4ccncc4)c3=O)[C@@H]1N2CC1CC1	-1	4	4	0.3
28	C[C@@H](NS(=O)(=O)c1c(F)cccc1F)c1ccccc1	2	/	-5	/
29	C[C@H](CO)N1C[C@H](C)[C@H](CN(C)C(=O)Nc2ccccc2)OCc2ccccc2-c2c(n(C)c3ccccc23)C1=O	-2	8	3	0.3
30	COCC(=O)N1[C@H](CO)[C@H](c2ccccc2C2=CCCC2)[C@@H]1C#N	1	/	2	0.1

#	RAD54 inh	ERp5 inh	Xi reactivation	RAD52 inh
21	0&-4	0	0.0	7
22	-9	0	-0.3	-53
23	0	-2	0.0	-12
24	1	1	-0.1	-5
25	/	-1	-0.1	-20
26	1	17	0.2	8
27	1	1	0.9	-10
28	/	4	0.8	-7
29	6	-2	0.4	14
30	/	0	0.0	-73

#	Compound	ERAP1 inh	esBAF inh	S100A4 inh HTS	E-sel inducer
31	CCc1cccc(OCC(=O)Nc2ccc(S(=O)(=O)Nc3ccccn3)cc2)c1	-1	/	-5	/
32	CCS(=O)(=O)Nc1ccc2c(c1)C(=O)N(C)[C@@H]1CC[C@H](CC(=O)Nc3ccccc3)O[C@@H]1CO2	-2	-5	-6	-0.1
33	CC(=O)N1[C@@H](CO)[C@@H](c2ccc(C3=CCCC3)cc2)C12CN(C(=O)NC(C)C)C2	1	/	-10	0.0
34	O=C(Nc1ccc(Br)cc1Cl)NC1CC1	11	/	0	14
35	CCOC(=O)C(=O)Nc1ccc(Oc2ccccc2)cc1	-1	1	-5	/
36	O=C(Nc1cc(Cl)ccc1N1CCOCC1)c1ccco1	-2	/	-5	-0.3
37	COc1ccccc1Cn1c(=S)[nH]c2cc(C(=O)NCCN(C)C)ccc2c1=O	-4	0	-9	/
38	CN(CC(=O)Nc1ccccc1Cl)C(=O)CN1C(=O)C2CC=CCC2C1=O (stereo unspecified)	0	-5	-3	0.2
39	CN(C)CC(=O)Nc1ccc2c(c1)[C@H]1C[C@@H](CC(=O)NC3CCCCC3)O[C@@H](CO)[C@H]1O2	-1	-2	-5	-0.2
40	O=[N+]([O-])c1ccc(Cl)c2cccnc12	3	/	0	-1.5

#	RAD54 inh	ERp5 inh	Xi reactivation	RAD52 inh
31	/	3	0.3	-19
32	1	-1	0.4	0
33	/	-4	0.0	-15
34	/	1	0.0	-12
35	-15	5	0.3	-8
36	6	3	0.1	-7
37	10	-3	0.0	11
38	-4	-1	0.0	-12
39	9	-11	0.0	10
40	/	3	0.0	-2

Some of the entries above in a different format.
15	Cc1ccc(S(=O)(=O)N(C)C[C@H]2OCCCC[C@H](C)Oc3ccc(NS(=O)(=O)c4ccccc4)cc3C(=O)N([C@H](C)CO)C[C@H]2C)cc1
16	Cc1cc(C)n2nc(SCC(N)=O)nc2n1
17	O=C(/C=C/c1ccccc1)NCCS(=O)(=O)N1CCN(c2ccccc2F)CC1

screen / no.	15	16	17
ERAP1 inh	3	3	2
esBAF inh	2	/	3
S100A4 inh HTS	-11	0	-4
E-sel inducer	0.0	0.0	/
RAD54 inh	9	/	-5
ERp5 inh	-1	6	-1
Xi reactivation	-0.1	0.1	-0.1
RAD52 inh	15	-10	3

Following part.
#	Compound	ERAP1 inh	esBAF inh	S100A4 inh HTS	E-sel inducer
41	Cc1cccc(NS(=O)(=O)c2cccc3cccnc23)n1	/	4	-1	/
42	O=C(CCSCc1ccccc1Cl)NC1CCCCC1	2	/	0	12
43	C[C@H](CO)N1C[C@H](C)[C@H](CN(C)C(=O)NC2CCCCC2)Oc2ncc(Br)cc2C1=O	-3&-14	1&7	-11&4	0.1&0.0
44	Cc1cc(C)cc(C(=O)NCC(=O)N(C)CCOc2ccccc2)c1	2	-7	3	/
45	O=c1c(-c2ccc(Cl)cc2)[n+]([O-])c2ccccc2n1OCc1nc2ccccc2[nH]1	1	/	6	/
46	COC(CNS(=O)(=O)c1cccc2nonc12)OC	-7	/	1	/
47	C[C@@H]1CN([C@H](C)CO)C(=O)Cc2cc(NC(=O)Nc3ccc4c(c3)OCO4)ccc2O[C@H]1CN(C)Cc1ccncc1	1	2	7	/
48	CCCCN(CCCNC(=O)C1CCN(C(=O)c2cc3sccc3n2C)CC1)Cc1ccccc1	-9	-5	2	/
49	CCN(CC(=O)NCc1cccs1)C(=O)c1ccc(N(C)S(=O)(=O)c2ccc(C)cc2)cc1	4	6	-12	/
50	Cc1cc(C)nc(OC(C(=O)O)C(OCCc2ccccc2)(c2ccc(F)cc2)c2ccc(F)cc2)n1 (stereo unspecified)	4	12	-10	0.0

#	RAD54 inh	ERp5 inh	Xi reactivation	RAD52 inh
41	-10	3	0.1	-13
42	/	2	-0.1	-8
43	6&-9	0&16	0.0	1&2
44	-2	6	-0.1	0
45	/	1	0.3	-21
46	/	-9	0.0	7
47	6	1	0.1	-10
48	0	-3	0.0	-21
49	-2	0	0.0	-14
50	-9	0	0.0	-9
